# Pol eta inh – qHTS for Inhibitors of Polymerase Eta | Potency, µM (series often up to 114 µM), without a hit: at the top dose activity change, negative = inhibition, hits mostly inhibitors | DNA polymerase eta (Homo sapiens), Q9Y253 | AID 588591, 2011 | hit rate 1.2% among 390,000 | recombinant Pol eta, fluorescent DNA replication assay; further: on the % scale 0 is the no-effect control and ±100 the full control effect
#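 Pol eta at 10 nM preincubated with compounds 15 min at room temperature; reaction started with fluorescent substrate (50 nM final) and read kinetically at 0 and 10 min.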
# APEX1 inh – qHTS Assay for Inhibitors of the Human Apurinic/apyrimidinic Endonuclease 1 (APE1); DNA repair nuclease/redox regulator APEX1 (Homo sapiens), P27695; recombinant APE1, TAMRA/BHQ-2 abasic DNA cleavage fluorescence; Potency, µM (highest dose often 65.8 µM), for the others: at the highest dose activity change, negative = inhibition, hits mostly inhibitors; AID 2517, 2012; hit rate 0.35% among 350,000;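 further: plate controls were vehicle for no effect and reference inhibitor for full effect; nearly all actives have a fitted effect of over 55% in size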
#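 Substrate: short duplex with […] THF abasic site, 5'-TAMRA and 3'-BHQ-2, 50 nM final. APE1 at 0.75 nM, preincubated 15 min RT with compound. Fluorescence increase from first to third read measured activity.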
# G9a inh – qHTS Assay for Inhibitors of Histone Lysine Methyltransferase G9a; AID 504332, 2011; Potency, µM (top dose mostly 102 µM), inactives show at the top dose activity, negative = inhibition, usual class: inhibitors; hit rate 8.8% among 350,000; G9a H3K9 monomethylation, AlphaScreen, 2 h; further: on the % scale 0 is the no-effect control and ±100 the full control effect; nearly all actives have a fitted effect of over 75% in size
# Target sequence (Q96KQ7 913-1193 limits assumed): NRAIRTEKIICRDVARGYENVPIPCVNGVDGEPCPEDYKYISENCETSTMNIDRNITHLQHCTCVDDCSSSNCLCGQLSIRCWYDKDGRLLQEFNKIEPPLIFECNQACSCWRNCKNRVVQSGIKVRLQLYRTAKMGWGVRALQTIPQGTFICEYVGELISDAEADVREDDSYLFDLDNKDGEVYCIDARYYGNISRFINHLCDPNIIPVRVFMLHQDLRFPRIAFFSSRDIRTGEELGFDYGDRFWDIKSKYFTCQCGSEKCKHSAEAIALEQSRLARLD
#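 Methyltransferase reactions run at room temperature for 2 h (20 nM enzyme, 500 nM biotin-H3K9 peptide, 20 uM SAM) after a 15 min compound preincubation; product detected by AlphaScreen beads and anti-H3K9me1 antibody.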
# Pol beta inh – qHTS Assay for Inhibitors of DNA Polymerase Beta. Potency, µM (highest dose often 114 µM), inactives show top-dose activity change, negative = inhibition, usual class: inhibitors. AID 485314, 2010. hit rate 1.3% among 340,000. Pol beta primer extension/strand displacement, fluorescence kinetic. P06746; further: on the % scale 0 is the no-effect control and ±100 the full control effect
#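 Preincubation: enzyme (10 nM) with compound, 15 min, RT. Reaction: substrate added to 50 nM final. Reads: 0 and 10 min. Analysis: normalized, Hill fit.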
# POLI inh – qHTS for Inhibitors of Polymerase Iota; DNA polymerase iota (Homo sapiens), Q9UNA4; Pol iota fluorescent replication assay, 10 min; Potency, µM (titrated, usually from 115 µM), without a hit: top-dose activity, negative = inhibition, actives largely listed as inhibitors; hit rate 1% among 390,000; AID 588590, 2011
# Target sequence (Q9UNA4 whole entry, looked up): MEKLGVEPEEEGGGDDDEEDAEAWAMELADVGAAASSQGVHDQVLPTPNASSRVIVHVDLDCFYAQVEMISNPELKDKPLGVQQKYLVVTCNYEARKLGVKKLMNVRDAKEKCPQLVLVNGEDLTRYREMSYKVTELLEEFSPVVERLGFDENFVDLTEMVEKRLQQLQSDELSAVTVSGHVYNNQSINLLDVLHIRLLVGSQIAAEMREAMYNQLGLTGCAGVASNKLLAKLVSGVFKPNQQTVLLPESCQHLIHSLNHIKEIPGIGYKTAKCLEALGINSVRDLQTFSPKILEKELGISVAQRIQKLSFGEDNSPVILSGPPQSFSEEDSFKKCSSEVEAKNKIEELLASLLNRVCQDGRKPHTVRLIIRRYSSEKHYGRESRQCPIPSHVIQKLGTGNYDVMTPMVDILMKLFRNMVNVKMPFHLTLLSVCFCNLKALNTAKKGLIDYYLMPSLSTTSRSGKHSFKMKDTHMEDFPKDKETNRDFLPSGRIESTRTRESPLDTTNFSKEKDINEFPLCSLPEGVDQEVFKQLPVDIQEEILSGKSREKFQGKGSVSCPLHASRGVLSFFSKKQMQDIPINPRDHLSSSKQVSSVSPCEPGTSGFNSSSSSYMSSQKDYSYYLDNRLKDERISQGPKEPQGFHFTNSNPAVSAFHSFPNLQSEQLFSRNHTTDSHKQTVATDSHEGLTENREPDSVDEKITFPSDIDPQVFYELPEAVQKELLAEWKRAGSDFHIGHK
#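 Fluorescent replication assay read twice, at 0 min and 10 min after adding 50 nM (final) substrate. Enzyme (10 nM) and compounds were first incubated 15 min at room temperature; enzyme-free buffer wells were negative controls.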
# POLK inh – qHTS for Inhibitors of Polymerase Kappa; DNA polymerase kappa (Homo sapiens), Q9UBT6; purified Pol kappa, fluorescent DNA synthesis assay, 10 min; hit rate 0.53% among 400,000; Potency, µM (top dose mostly 107 µM), for inactives: top-dose activity, negative = inhibition, actives largely listed as inhibitors; further: on the % scale 0 is the no-effect control and ±100 the full control effect
#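 10 nM Pol kappa was preincubated with compounds for 15 min at room temperature. Reaction started with 50 nM (final) substrate. Fluorescence read kinetically at 0 and 10 min.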
# BLM helicase inh – qHTS Assay for Inhibitors of Bloom's syndrome helicase (BLM) | RecQ-like DNA helicase BLM (Homo sapiens), P54132 | recombinant BLM DNA unwinding, fluorescence dequenching | Potency, µM (highest dose often 56.1 µM), inactives show at the top dose activity change, negative = inhibition, most hits filed as inhibitors | hit rate 0.2% among 350,000 | AID 2528, 2010;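 further: plate controls were vehicle for no effect and no enzyme for full effect; nearly all actives have a fitted effect of over 35% in size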
# JMJD2A Tudor – qHTS Assay for Inhibitors of JMJD2A-Tudor Domain; Lysine-specific demethylase 4A (Homo sapiens), O75164; AlphaScreen JMJD2A-Tudor / H3K4me3 peptide binding; Potency, µM (highest dose often 114 µM), for the others: at the highest dose activity change, negative = inhibition, usual class: inhibitors; hit rate 4.4% among 390,000; AID 504339, 2011; further: on the % scale 0 is the no-effect control and ±100 the full control effect; nearly all actives have a fitted effect of over 50% in size
# BAZ2B inh – qHTS Assay for Inhibitors of BAZ2B; Bromodomain adjacent to zinc finger domain protein 2B (Homo sapiens), Q9UIF8; AlphaScreen BAZ2B-H3K14Ac peptide displacement; Potency, µM (doses to about 114 µM), without a hit: top-dose activity change, negative = inhibition, actives largely listed as inhibitors; hit rate 4.4% among 360,000; further: on the % scale 0 is the no-effect control and ±100 the full control effect; nearly all actives have a fitted effect of over 60% in size
#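 Inhibition is scored as reduced AlphaScreen emission. The BAZ2B/b-H3(5-23)K14Ac complex (50 nM each) in PBS pH 7.4, 0.01% Tween-20 meets compound (up to 110 uM) for 30 min at RT before bead addition.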
# * marks the source's active call; other numbers are inactive results; ? = inconclusive; . = not tested or not shown; [ ] = another dose, or the depositor's remark. The call rests on the fitted dose curve; in most records, active means well fitted curve in the direction sought with a large enough effect; inconclusive means small, poorly fitted or top-dose-only effect, or another doubt; inactive means no such curve, though single readings can be large; an effect the other way counts as inactive or inconclusive. Potency means the concentration at half of the fitted maximal effect. An excerpt; rates above refer to the full screens.
SMILES,Pol eta inh,APEX1 inh,G9a inh,Pol beta inh,POLI inh,POLK inh,BLM helicase inh,JMJD2A Tudor,BAZ2B inh
Cc1ccc(Cl)cc1Nc1nn2c(=O)c3ccc(C(=O)NC4CCCCC4)cc3nc2s1,12%,.,-20%[59 µM],-2%,16%,5%,-5%,-11%,-18%
COc1cc(NC(=S)NC(=O)c2ccco2)ccc1NC(=O)C(C)C,-22%,5%,31%[12.7 µM],0%,110%[activator],-5%,-13%,-13%,-34%
COCC(C)NS(=O)(=O)c1ccc(N2CCCCS2(=O)=O)cc1 (stereo not given),-8%,.,8%[59 µM],-13%,0%,-2%[60.1 µM],1%,-2%,-12%
Cc1cccc(/C=N/NC(=O)c2cccc(Cl)c2)n1,-17%,-2%,22%,0%,41%[activator],-10%,1%,-23%,16%
CN(C)C(=N)c1n[nH]nc1SCc1ccc(Cl)c(Cl)c1,2%,1%,-6%,70%,52%[activator],2%,1%,-11%,-14%
COc1cccc(NC(=O)CN(C)CC(=O)NCC(=O)Nc2ccc(F)cc2)c1,-17%,46%,.,.,25%,-4%,.,-4%,.
COc1ccc(OC)c(S(=O)(=O)N2C(C)CCCC2C)c1 (stereo not given),-9%,-1%,?,2%,13%,-2%,-8%,-19%,-4%
CCOCCCN(C)C1CCN(C(=O)c2oc3ccccc3c2NC(=O)c2ccc([N+](=O)[O-])cc2)CC1,-15%,22%,6%,-2%,41%[activator],2%,6%,?,-32%
COc1ccc(NC(=S)NC(=O)/C=C/c2ccccc2)cc1,-16%,31%,13%[0.501 µM],-1%,8%,0%,-5%,-5%,-2%
COc1ccc2ccccc2c1CNC(=O)CC1C(=O)NCCN1CC(C)(C)C (stereo not given),-10%,-3%,?,-3%,47%,0%,-1%,-34%,-21%
CCn1ncc(C(=O)Nc2cccc(Cl)c2)c1C,-22%,-2%,?,-24%,164%[activator],-2%,-4%,7%,2%
COc1cccc(/C=N/NC(=O)CCn2c3ccccc3c3ccccc32)c1,-15%,2%,18µM*,36%,0%,-3%,-2%,8%,-25%
Cc1ccccc1NC(=S)NC(=O)c1cncc(Br)c1,-5%,1%,-13%[59 µM],-7%,6%,-5%,-5%,-20%,-23%
COc1ccc(N2CCN(C(=O)COC(=O)CNC(=O)c3ccc(C)cc3)CC2)cc1,-13%,6%,40µM*,.,-26%,-5%,.,-16%,0%
COCCn1c(=O)sc2ccccc2c1=O,-2%,14%,2%,6%,89%[activator],-8%,0%,14µM*,0%
Cc1ccc2nc(-c3ccccc3)cc(C(=O)N3CCN(S(=O)(=O)c4c(C)noc4C)CC3)c2c1,-12%,5%,?,.,-8%,-11%,.,-24%,13%
CCOC(=O)/C=C1\NC(=O)C(C)S1 (stereo not given),-16%,-6%,-6%,5%,8%,-12%,0%,0%,9%
Cc1cc(C)n(CCOc2ccc(Cl)cc2Cl)n1,-15%,11%,0%,23%,10%,-8%,-2%,-9%[57.1 µM],2%
CN(Cc1ccccc1)CC(O)COc1ccc(CNCCc2cccnc2)cc1 (stereo not given),-14%,11%,16%,-10%,2%,10%,4%,-16%,-15%
CCn1c(CNC(=O)c2cccc(C)c2)nnc1SCC(=O)N1CCOCC1,-27%,1%,43%,8%,31%[activator],-4%,-6%,-6%,?
CC1c2[nH]c3ccccc3c2C[C@H]2C(=O)N(CCCN(C)C)CC(=O)N12 (stereo not given in full),-5%,-13%,15%,13%,136%[activator],3%,-3%,0%,7%
O=C(CN(Cc1ccccc1)C(=O)CCC(=O)Nc1ccccn1)NCCc1ccccc1,-8%,49%[12.4 µM],-2%[59 µM],-23%,26%,-5%,-1%,0%,-2%
CSCCC(NS(=O)(=O)c1ccccc1F)C(=O)NCC(c1ccco1)N(C)C (stereo not given),1%,-6%,.,.,23%,7%,.,-9%,.
COc1cc(/C=N/O)ccc1OCc1ccc([N+](=O)[O-])cc1,-14%,-2%,-6%[59 µM],97%,-15%,-2%,-1%,5%,-7%
COc1ccc(N2CCN(C(=O)c3ccc(-n4nc(C)cc4C)cc3)CC2)cc1,-13%,-12%,?,4%,5%,-1%,-2%,-30%,-11%
CC(Oc1cccc(Cl)c1)c1ccnc2nc(/N=C/N(C)C)nn12 (stereo not given),1%,10%,20%,57%,-3%,-19%,0%,-8%,-3%
COc1ccc(S(=O)(=O)N2CCCCCC2)cc1C(=O)Nc1ccc(C(=O)N(C)C)cc1,-3%,-4%,-30%,.,17%,-4%,.,-12%,-7%
CC(=O)Nc1ccc(S(=O)(=O)Nc2nccc(C)n2)cc1,4%,27%,10%,-1%,?,-9%,0%,-5%,2%
Cc1cccc(OCC(=O)Nc2ccncc2)c1C,-14%,10%,.,16%,120%[activator],-8%,1%,-12%,2%
CCc1ccc(N(CC(=O)NCc2ccc3c(c2)OCO3)C(=O)c2csnn2)cc1,-14%,17%,-6%,39%,-12%,-2%,-3%,-13%,-4%
COC(=O)NC(=S)Nc1ccc(Oc2ccc(Cl)cc2)c(Cl)c1,8%,8%,7%,-1%,-1%,-3%,-5%,-22%,4%
O=C(CC1S/C(=N/N=C/c2cccs2)NC1=O)Nc1ccccc1F (stereo not given),-5%,-2%,-2%,-20%,3%,-20%,-3%,-10%,-5%
Cn1c(=O)[nH]c(=O)c2c1nc(NC1CCCC1)n2Cc1ccccc1,-2%,18%,-1%[12.7 µM],0%,-6%,-2%,-5%,-16%,-33%
COc1cccc(-c2noc(CCC(=O)Nc3cccnc3)n2)c1,-9%,-1%,13%[59 µM],-2%,18%,3%,-2%,4%,-29%
CCN(CC)Cc1ccc(NC(=O)c2sc3cc(Cl)ccc3c2Cl)cc1,-6%,-1%,?,5%,165%[activator],2%,106%[activator],-26%,?
Cn1cc(/C=C/c2nc3ccccc3c(=O)n2-c2cccc([N+](=O)[O-])c2)c2ccccc21,-13%,18%,-8%[59 µM],-5%,-13%,1%,-4%,-17%[57.1 µM],?
COc1ccc(OC(=O)c2nc(SCc3ccc(C)cc3)ncc2Cl)cc1,-7%,.,63%[activator][59 µM],2%,-3%,-4%,-5%,-1%,20%
Cn1cc(C(=O)C(=O)N2CCc3ccccc32)c2ccccc21,-1%,4%,71%,0%,?,-4%,-4%,-19%,-17%
CC(NC(=O)CCC(=O)NCc1ccc(F)cc1)c1ccccc1 (stereo not given),-12%,8%,.,26%,19%,-3%,-1%,4%,?
O=C(O)CSc1nnc(CNc2ccccc2Cl)n1-c1ccccc1,-10%,13%,-39%[2.33 µM],3%,-6%,-8%,1%,-12%,?

# Complete entries, looked up by structure:
# Cc1cccc(OCC(=O)Nc2ccncc2)c1C is listed with Pol eta inh = -14%; APEX1 inh = 10%; G9a inh = .; Pol beta inh = 16%; POLI inh = 120%[activator]; POLK inh = -8%; BLM helicase inh = 1%; JMJD2A Tudor = -12%; BAZ2B inh = 2%
# O=C(O)CSc1nnc(CNc2ccccc2Cl)n1-c1ccccc1 is listed with Pol eta inh = -10%; APEX1 inh = 13%; G9a inh = -39%[2.33 µM]; Pol beta inh = 3%; POLI inh = -6%; POLK inh = -8%; BLM helicase inh = 1%; JMJD2A Tudor = -12%; BAZ2B inh = ?

# Returning to the listing, repeating the 2 entries before the break.
SMILES,Pol eta inh,APEX1 inh,G9a inh,Pol beta inh,POLI inh,POLK inh,BLM helicase inh,JMJD2A Tudor,BAZ2B inh
CC(NC(=O)CCC(=O)NCc1ccc(F)cc1)c1ccccc1 (stereo not given),-12%,8%,.,26%,19%,-3%,-1%,4%,?
O=C(O)CSc1nnc(CNc2ccccc2Cl)n1-c1ccccc1,-10%,13%,-39%[2.33 µM],3%,-6%,-8%,1%,-12%,?
CCOC(=O)Cn1cnc2c(nnn2-c2ccc(OC)cc2)c1=O,-11%,13%,-22%,22%,17%,-3%,-3%,-14%,3%
Cc1c(C)c2c(OCC(=O)N[C@@H](CC(C)C)C(=O)O)cc3c(c2oc1=O)CCC(C)(C)O3,-7%,4%,10%,35%,-17%,4%,-2%,-20%,1%
O=C(COC(=O)c1ccccn1)NNC(=O)c1ccc([N+](=O)[O-])cc1,-6%,3%,7%,.,12%,5%,.,-14%,?
O=C(Nc1nncs1)C12CC3CC(CC(Cl)(C3)C1)C2,-12%,-3%,-4%,-1%,182%[activator],5%,-1%,-13%,-3%
COCCn1c(SCC(=O)NCCc2ccccc2)nc2c([nH]c3ccccc32)c1=O,-23%,3%,-4%,5%,45%[activator],-8%,-6%,-6%,-12%
CC1CCN(Cc2c(C(=O)N/N=C/c3cccc(C(F)(F)F)c3)nnn2-c2nonc2N)CC1,-17%,12%,-3%,7%,91%[activator],-2%,-8%,-22%,6%
CC1CN(C(=O)COC(=O)c2ccc(S(=O)(=O)N(C)C)cc2)CC(C)O1 (stereo not given),-19%,44%,15%,27%,23%,-3%,-3%,-10%,0%
COc1ccc(/C=N/Nc2nc3ccccc3[nH]2)c(OC)c1OC,-28%,?,.,13%,4%,-4%,-7%,?,?
CN(C)c1ccc(C(C(=O)NC2CCCCC2)N(Cc2ccco2)C(=O)c2snc(C(N)=O)c2N)cc1 (stereo not given),-12%,-12%,?,18%,129%[activator],-15%,-7%,?,40µM*
CCCCOc1ccc(C(=O)NCC(=O)NNC(=O)c2ccco2)cc1,-22%,19%,.,.,68%[activator],-13%,.,0%,.
CC(C)Cc1cc(C(=O)N2CCN(c3ccc(F)cc3)CC2)no1,-11%,7%,-33%[59 µM],0%,17%,-2%,-12%,-5%,-1%
COc1ccc(OC)c(NC2=C(Cl)C(=O)N(Cc3ccccc3)C2=O)c1,-24%,-6%,-115%[59 µM],24%,18%,-9%,-17%,14µM*,22µM*
CCc1cccc(NC(=O)C2CCCC2)c1,-16%,0%,9%[59 µM],-10%,25%,-11%,-1%,1%,-2%
O=C1CN(C(=O)COC(=O)c2ccco2)c2ccccc2N1,-13%,18%,2%[12.7 µM],.,-6%,-7%,.,-5%,9%

# Screens: PubChem, National Center for Advancing Translational Sciences (NCATS)
